High-throughput results from PubChem BioAssay.
uPA surface inh: blocks generation of uPA at the cell surface; cell surface uPA generation assay, qHTS; Potency, µM (series often up to 38.3 µM), inactives show at the top dose activity change, negative = inhibition, usual class: inhibitors; actives 0.31% (n = 330,000); active = well fitted inhibition curve with a large enough effect; inconclusive = small, poorly fitted or top-dose-only effect; inactive = no such curve, though single readings can be large or run the other way; tested in mouse RAW 264.7 cells; note: potency is the fitted concentration of half-maximal effect; nearly all actives have a fitted effect of over 55% in size
Giardia kill: Giardia lamblia killing; actives 0.15% (n = 340,000); Giardia lamblia trophozoite viability; AID 540267; activity change, % at 7.66 µM, hits read low; in the data active = activity change below about -80%; inconclusive = between about -30% and that limit;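 note: parasites exposed to compound for two days anaerobically before the ATP read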
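Compounds were tested on trophozoites seeded at 100 cells/well and held 48 hrs at 37 deg C anaerobically. An ATP-based luminescent kit measured the remaining live cells.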
hERG WT inh: inhibitors of human wildtype KCNH2 potassium channel; AID 720551; activity change, % at 1.84 µM; Q12809; U2OS, BacMam KCNH2, thallium flux FluxOr; active compounds read low; actives 0.37% (n = 340,000);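 active = maximum activity change below -70%; inconclusive = maximum activity change between -70% and -50%; inactive = maximum activity change above -50%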
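U2OS cells were transduced with wild-type KCNH2 virus (2.03 x 10^8 / mL) for 4 h at room temperature, then cultured overnight at 37 C. Thallium flux was read with FluxOr dye. Rate constants were normalized to DMSO controls.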
USP2a inh: inhibitors of human ubiquitin-specific protease USP2a. O75604. USP2 core, Ub-CHOP2 coupled fluorogenic reporter, 485/531. Potency, µM (doses to about 38.3 µM), without a hit: top-dose activity change, negative = inhibition, most hits filed as inhibitors. actives 0.01% (n = 330,000). AID 463254;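 note: potency is the fitted concentration of half-maximal effect; plate controls were DMSO wells for no effect and full inhibition by NEM control for full effect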
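USP2 core (10nM final) preincubated 30min RT with compound in 20mM Tris-HCl pH 8.0, 2mM CaCl2, 2mM beta-mercaptoethanol, 0.05% CHAPS; 25nM Ub-CHOP2 plus 25nM reporter substrate added, fluorescence (Ex485/Em531) read after 60min.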
KCNH2 3.1 block: KCNH2 3.1 (human) potassium channel inhibition. U2OS KCNH2 3.1, thallium flux FluxOr; active compounds read low. activity change, % (tested at about 1.8 µM). actives 0.95% (n = 340,000);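 active = maximum activity change below -70%; inconclusive = maximum activity change from -70% to -50%; inactive = maximum activity change above -50%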;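 note: thallium influx rate constant from kinetic fluorescence after stimulation buffer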
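Kinetic fluorescence (2 min after stimulation buffer) measures Tl+ influx through KCNH2 3.1 expressed by viral transduction in U2OS cells; the rate constant is normalized against DMSO controls serving as positive and negative references.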
PKM2 activator: increases activity of human pyruvate kinase M2 | Potency, µM (titrated, usually from 57.5 µM), inactives show at the highest dose activation, most hits filed as activators | purified PKM2, Kinase-Glo ATP luminescence, activation; response scale: 0% is enzyme alone, no compound | actives 0.34% (n = 260,000) | P14618; note: potency is the fitted concentration of half-maximal effect; nearly all actives have a fitted effect of over 55% in size
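hPK-M2, >95% pure; 0.1 mM ADP / 0.5 mM PEP final; imidazole pH7.2 buffer w/ 7 mM MgCl2, 50 mM KCl; 1 h RT; Kinase-Glo lum. Intermediate enzyme activity for dual inhibitor/activator qHTS.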
Coupling enz: inhibits coupling enzyme system, counter-screen for aldolase hits. coupling enzyme system counterscreen, AmpLite Red fluorescence. actives 0.67% (n = 290,000). activity change, negative = inhibition, % at 58.2 µM, hits read low; in the data active = activity change below about -30%
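First, compound is pin-transferred into glyceraldehyde-3-phosphate coupling-enzyme reagent at 57.5 uM final and held 10 min at RT. Next, substrate, coupling system and AmpLite Red are added. After 20 min RT, fluorescence (525/598 nm) is read.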
Eya2 inh: inhibitors of human Eya2 phosphatase activity | O00167 | recombinant Eya2, OMFP fluorescence dephosphorylation (OMFP is methylfluorescein phosphate) | Potency, µM (doses to about 76.9 µM), for the others: top-dose activity, negative = inhibition, usual class: inhibitors | actives 0.006% (n = 330,000) | AID 488837; note: potency is the fitted concentration of half-maximal effect
Target sequence (O00167 whole entry, looked up): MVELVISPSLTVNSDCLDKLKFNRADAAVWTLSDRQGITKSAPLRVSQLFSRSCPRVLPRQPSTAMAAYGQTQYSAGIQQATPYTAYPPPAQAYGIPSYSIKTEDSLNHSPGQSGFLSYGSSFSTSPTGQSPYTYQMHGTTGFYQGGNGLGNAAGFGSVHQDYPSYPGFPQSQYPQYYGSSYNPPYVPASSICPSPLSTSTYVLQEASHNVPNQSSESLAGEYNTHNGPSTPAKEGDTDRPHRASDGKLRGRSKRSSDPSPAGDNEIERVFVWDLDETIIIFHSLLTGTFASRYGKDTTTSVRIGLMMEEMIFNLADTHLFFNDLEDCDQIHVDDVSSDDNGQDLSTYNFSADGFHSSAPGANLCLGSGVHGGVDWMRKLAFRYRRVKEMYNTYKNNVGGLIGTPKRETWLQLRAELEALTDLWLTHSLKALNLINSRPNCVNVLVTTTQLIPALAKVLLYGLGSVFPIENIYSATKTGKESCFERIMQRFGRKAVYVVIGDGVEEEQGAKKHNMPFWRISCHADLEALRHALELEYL
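Eya2 protein (added as 0.2 uM solution) was preincubated with compound for 10 min at ambient temperature in 50 mM HEPES pH 7.5, 50 mM NaCl, 5 uM MgCl2, 0.05% BSA, 1 mM DTT. OMFP (added at 50 uM) then reacted 10 min; fluorescence read at 485/525 nm.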
B2AR arrestin: recruits beta-arrestin to the human beta2-adrenergic receptor; Potency, µM (titrated, usually from 46.1 µM), inactives show at the top dose activation, hits mostly activators; P07550; actives 0.02% (n = 330,000); beta-arrestin recruitment to beta2AR, cell-based reporter;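 note: potency is the fitted concentration of half-maximal effect; 0% = DMSO controls and full agonism = EC100 isoproterenol or metaproterenol; nearly all actives have a fitted effect of over 65% in size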
Target sequence (P07550 whole entry, looked up): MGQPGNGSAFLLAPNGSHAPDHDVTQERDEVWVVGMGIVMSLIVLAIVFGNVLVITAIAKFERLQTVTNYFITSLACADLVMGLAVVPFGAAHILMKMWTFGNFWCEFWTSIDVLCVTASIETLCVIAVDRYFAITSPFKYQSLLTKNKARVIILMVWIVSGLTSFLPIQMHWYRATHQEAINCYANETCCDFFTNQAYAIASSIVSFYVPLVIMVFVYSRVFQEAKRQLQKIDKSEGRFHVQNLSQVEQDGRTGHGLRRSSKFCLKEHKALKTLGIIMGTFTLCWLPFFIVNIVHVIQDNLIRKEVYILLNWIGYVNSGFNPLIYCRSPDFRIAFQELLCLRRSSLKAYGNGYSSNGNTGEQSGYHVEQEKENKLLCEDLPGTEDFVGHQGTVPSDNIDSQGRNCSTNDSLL
GALK inhibitor: inhibitors of human galactokinase | P51570 | Purified GALK, Kinase-Glo residual ATP luminescence | Potency, µM (doses to about 57.5 µM), inactives show at the highest dose activity change, negative = inhibition, actives largely listed as inhibitors | actives 0.007% (n = 270,000) | AID 1868; note: potency is the fitted concentration of half-maximal effect
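Human GALK (5 nM) with 35 uM ATP and 100 uM galactose in 20 mM HEPES pH 8.0, 5 mM MgCl2, 60 mM NaCl, 1 mM DTT, 0.01% BSA. After 1 h at room temperature, leftover ATP was read by Kinase-Glo Plus luminescence.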
Chronic BCR inh: blocks chronic active B-cell receptor signaling; ABC-DLBCL IkBa-CBG/CBR reporter, luminescence ratio, 4 h; Potency, µM (highest dose often 46.1 µM), for the others: top-dose ratio change, negative = lower green/red ratio, most hits filed as inhibitors; actives 0.05% (n = 340,000); AID 493014; active = well fitted inhibition curve with a large enough effect in the signal ratio, with a control signal flat, not every such curve was filed as active; inconclusive = small, poorly fitted or top-dose-only effect, or effect the other way, or a change in a side signal; the % refers to the signal ratio;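 note: potency is the fitted concentration of half-maximal effect; plate controls were basal doxycycline-induced cells for no effect and cells given 10 µM MG132 for full effect; MG132 reads +100%, hits lower the ratio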
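Compounds up to 46 uM were incubated four hours with TMD8 cells whose green CBG68 luciferase is fused to IkappaBalpha; red CBR luminescence normalised the signal, and concentration-effect curves were fitted to fusion, red and ratio data.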
* hit, by the source's call; ? = inconclusive; / = not tested or not shown; & = joins results of further samples; [ ] = dose if it differs, or a comment. Unless noted, calls come from the whole dose curve; as a rule, active = well fitted curve in the direction sought with a large enough effect; inconclusive = small, poorly fitted or top-dose-only effect, or another doubt; inactive = no such curve, though single readings can be large; an effect the other way counts as inactive or inconclusive. Unless noted, % is set by controls: 0 for no effect and ±100 for the full control effect.

SMILES	uPA surface inh	Giardia kill	hERG WT inh	USP2a inh	KCNH2 3.1 block	PKM2 activator	Coupling enz	Eya2 inh	B2AR arrestin	GALK inhibitor	Chronic BCR inh
CCOC(=O)c1ccc(Nc2nc(C)cc(C)c2C#N)cc1	13%	4	-8	1%	20	-21%	2	-17%	-0.2%	0%	-19%
O=S(=O)(Nc1nc2ccccc2nc1Cl)c1ccccc1C(F)(F)F	3%	?	1	0%	3	0%	0	3%	-1.0%	5%	1%
CCCn1c(=O)c2ccccc2n2c(SCc3nnc(-c4ccccc4Br)o3)nnc12	-12%	10	-13	2%	?	-1%	4	0%	0.0%	18%	-2%
COc1ccc(-n2cnnc2SCC(=O)Nc2cccc(S(N)(=O)=O)c2)cc1	1%	11	-1	-3%	24	-4%	-3	-2%	-0.2%	-3%	0%
Cc1c(Cl)c([N+](=O)[O-])nn1CC(=O)NCC(C)C	-3%	-20	1	1%	3	2%	0	0%	0.2%	3%	6%
Cc1sc2nc(SCC(N)=O)n(-c3ccccc3)c(=O)c2c1C	-1%	10	6	2%	14	-1%	5	0%	0.4%	1%	-29%
COC(=O)c1ccccc1NC(=O)Nc1ccc(Cl)cn1	4%	-17	-4	2%	4	7%	-2	-22%	-0.5%	-2%	?
CCOC(=O)c1ccc(NC(=O)CCC(=O)NCc2ccco2)cc1	-1%	-11	14	-2%	17	0%	-1	15%	0.2%	0%	-5%
CC1Cc2ccccc2N1Cc1cccc(S(=O)(=O)N(C)C)c1 (configuration not stated)	-1%	3	7	-1%	-5	/	3	6%	-1.1%	3%	-5%
CCOC(=O)C(NC(=O)N(C)C)(Nc1sc(C)c(CC)c1C#N)C(F)(F)F (configuration not stated)	-5%	-13	0	1%	4	0%	-5	-17%	-0.8%	2%	?
O=C(O)C1CC=CCC1C(=O)Nc1cccc(C(=O)N2CCCCC2)c1 (configuration not stated)	-2%	-4	-11	2%	23	5%	8	-13%	0.0%	2%	13%
CCCCCCCC(=O)NN=C1CCN(Cc2ccccc2)CC1	-3%	1	-14	4%	3	0%	2	-4%	-0.6%	1%	?
CCOC(=O)c1c(-c2cccs2)csc1NC(=O)CSc1ncn[nH]1	/	-22	1	3%	8	28µM*	7	-8%	-0.7%	0%	12%
CN(Cc1ccccc1O)CC1CCCN(CCc2ccc(Cl)cc2)C1 (configuration not stated)	-17%	15	1	2%	-86*	3%	2	3%	0.0%	4%	-1%
COc1ccc(S(=O)(=O)N2CCOCC2)cc1NC(=O)Cc1ccc(Cl)c(Cl)c1	5%	11	5	-7%	-14	-8%	0	0%	0.0%	-4%	-10%
CC1(C)c2[nH]c3ccccc3c2C[C@H]2C(=O)N(CCCCCO)CC(=O)N21	6%	-13	-6	4%	1	/	0	-11%	-1.1%	/	?
O=C(N[C@H]1CCC(=O)N(CCSc2ccc(Br)cc2)CC1)OCc1ccccc1	-2%	14	11	0%	-36	/	/	-25%	0.3%	/	-1%
O=C(NC1CSC/C1=N\O)c1ccccc1 (configuration not stated)	/	-1	-12	-3%	-22	?	-5	-11%	0.2%	-5%	-2%
COc1ccc(C)cc1S(=O)(=O)N(CC(=O)N1CCCC1)c1ccccc1	-3%	8	6	-1%	4	3%	-2	1%	0.2%	-1%	?
O=C(O)Cc1ccc(NS(=O)(=O)c2ccc3ccccc3c2)cc1	3%	0	3	-1%	-12	/	12	7%	-1.5%	-1%	-1%
CCOc1ccccc1N(CC(=O)Nc1ccccc1)S(=O)(=O)c1ccccc1	5%	13	12	0%	-2	-1%	-5	0%	0.2%	4%	11%
COc1ccc(C(=O)O)c(OC)n1	-3%	-5	/	1%	-3	-6%	2	3%	-0.9%	6%	?
Cc1cccc(C)c1NC(=O)NC1(C(=O)NCCCN2CCOCC2)CCCCC1	4%	3	-17	4%	-1	?	1	-21%	-0.5%	-2%	8%
CN(CCO)Cc1csc2ccc(Br)cc12	-2%	-3	5	2%	-6	-1%	2	4%	-0.5%	0%	-1%
COc1ccc(OC)c(/C=N/n2c(COc3ccccc3)n[nH]c2=S)c1	-10%	21	2	0%	16	/	-3	-4%	-0.1%	3%	-2%
SMILES	uPA surface inh	Giardia kill	hERG WT inh	USP2a inh	KCNH2 3.1 block	PKM2 activator	Coupling enz	Eya2 inh	B2AR arrestin	GALK inhibitor	Chronic BCR inh
Cc1ccc(-c2ccc(CCC(=O)O)n2NC(N)=S)cc1	6%	-4	-3	-1%	7	-12%	1	-14%	0.1%	2%	-5%
CC1CCCC(NC(=O)C2N(CCCN3CCCC3)C(=O)C3C(C(=O)Nc4cccc(Cl)c4)C4C=CC32O4)C1C (configuration not stated)	-5%	4	13	-3%	9	-7%	2	-17%	-1.2%	-2%	-2%
CCOC(=O)c1[nH]c2c(c1-c1ccccc1)C(=O)CC(c1ccc(OCC)cc1)C2 (configuration not stated)	-14%	0	-4	1%	2	1%	0	-2%	-2.3%	/	1%
CCCOc1ccc(/C(O)=C2\C(=O)C(=O)N(CCCOC)C23C(=O)N(C)c2ccccc23)cc1 (configuration not stated)	-1%	12	-2	1%	-1	-20%	7	5%	0.0%	0%	6%
Cc1ccc(NC(=O)CCC(=O)NNS(=O)(=O)c2ccccc2)cc1C	-1%	-26	-2	-1%	-2	0%	2	-3%	0.0%	1%	2%
Cc1cc(N2Cc3ccccc3C2)ccc1C=O	-19%	?	3	-1%	-7	-36%	0	8%	?	-1%	3%
COc1ccc(C(c2nnnn2Cc2ccccc2)N2CCN(c3nc4ccccc4s3)CC2)cc1OC (configuration not stated)	-6%	-3	-1	-13%	?	-8%	-5	1%	-0.5%	1%	16%
COc1ccccc1-n1cnc2c(c1=O)c1nc3ccccc3nc1n2-c1ccc(C)cc1	5%	-15	/	2%	-1	6%	-4	10%	-0.1%	2%	?
CC(CC(=O)Nc1cccc(Cl)c1)c1ccccc1 (configuration not stated)	0%	65[activator]	-6	0%	9	-1%	-4	-3%	-4.0%	1%	?
CC(=O)OC(C(=O)NC1CCCCC1)c1ccc(C)cc1 (configuration not stated)	2%	18	-5	2%	1	0%	6	0%	-0.1%	6%	2%
Cc1c(Cl)cccc1-c1ccc(C(=O)N2CCN(c3ccc([N+](=O)[O-])cc3)CC2)o1	-6%	-7	-48	0%	-80*	1%	0	-3%	-0.3%	0%	-2%
CC(=O)Nc1ccc(S(=O)(=O)NC2(C(F)(F)F)NC(=O)N(C3CCCCC3)C2=O)cc1 (configuration not stated)	/	-4	-14	0%	7	-4%	6	4%	-0.1%	0%	?
CC(=O)c1c(O)cc(=O)n(-c2ccccc2)c1-c1cccc2ccccc12	-5%	-2	-7	0%	-40	2%	1	10%	-0.7%	0%	-19%
Cc1cc(C(=O)OCC(=O)NCCc2ccccc2)c(C)o1	-7%	36[activator]	7	-1%	8	4%	1	11%	-0.1%	7%	0%
C=CCn1c(C)cc(C(=O)COC(=O)C2CC(=O)N(CCc3ccc(OC)c(OC)c3)C2)c1C (configuration not stated)	-5%	3	-3	-1%	-7	/	/	13%	-0.9%	/	-1%
O=C(c1cc(-c2ccc3c(c2)OCO3)on1)N1CCOCC1	/	?	17	3%	-15	-18%	3	-1%	-0.3%	1%	?
CCOC(=O)N1CCN(CCC(=O)Nc2ccc(F)c(F)c2)CC1	0%	3	3	0%	-8	1%	-1	5%	-1.1%	1%	-1%
O=C(CC1CCCCC1)NCCS(=O)(=O)N1CCN(c2ccccc2)CC1	1%	-6	-5	2%	-35	/	/	7%	0.4%	/	0%
CC(=O)N1CC(=O)N(CC(=O)Nc2ccc(Br)cc2)C1=S	-7%	-2	0	-4%	0	0%	1	18%	-0.1%	7%	-4%
COc1cc(SC)ccc1C(=O)Nc1ccc(Cl)cn1	-17%	?	5	2%	5	-5%	-5	2%	-0.6%	0%	?
C#CCOCCOCCOCCNc1nc(N2CCOCC2)nc(N2CCN(C(=O)[C@H](CCC(=O)O)n3cc(C(N)[C@H](C)CC)nn3)CC2)n1 (some centres not stated)	3%	-7	4	1%	-8	7%	1	-5%	0.0%	0%	7%
COC(=O)CCCC1=CC2=C(c3ccccc3)C(=O)C(C)(OC(=O)C3CCCC3)C(=O)C2=CN1CCc1c[nH]c2ccccc12 (configuration not stated)	0%	2	6	-1%	-2	-9%[11.5 µM]	-19&-26	2%	-0.2%	-1%	6%
CCC(=NCc1ccc(Cl)c(Cl)c1)c1nc(-c2ccco2)oc1O	-6%	11	12	-3%	-3	3%	-3	-3%	-0.7%	/	?
